High-throughput results (PubChem BioAssay)
uPA generation: blocks generation of uPA at the cell surface | cell surface uPA generation assay, qHTS | Potency, µM (series often up to 38.3 µM), for inactives: top-dose activity change, negative = inhibition, hits mostly inhibitors | actives 0.31% (n = 330,000) | AID 540303; active = well fitted inhibition curve with a large enough effect; inconclusive = small, poorly fitted or top-dose-only effect; inactive = no such curve, though single readings can be large or run the other way; tested in mouse RAW 264.7 cells; also: potency is read from the fitted curve at half-maximal effect; nearly all actives have a fitted effect of over 55% in size
GALK inhibitor: blocks human galactokinase activity; P51570; Purified GALK, Kinase-Glo residual ATP luminescence; Potency, µM (doses to about 57.5 µM), inactives show at the highest dose activity change, negative = inhibition, hits mostly inhibitors; actives 0.007% (n = 270,000); AID 1868; also: potency is read from the fitted curve at half-maximal effect
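Luminescence from leftover ATP (Ultra-Glo luciferase/luciferin) served as read-out after a 1 h room-temperature reaction of 5 nM GALK with 35 uM ATP and 100 uM galactose.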
USP2a inh: USP2a (human) protease inhibition; actives 0.01% (n = 330,000); AID 463254; USP2 core, Ub-CHOP2 coupled fluorogenic reporter, 485/531; Potency, µM (highest dose often 38.3 µM), for the others: at the top dose activity change, negative = inhibition, hits mostly inhibitors; O75604;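 also: potency is read from the fitted curve at half-maximal effect; plate controls were DMSO wells for no effect and full inhibition by NEM control for full effect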
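Deubiquitinase activity read as fluorescence (485/531 nm) after Ub-CHOP2 cleavage activates the enterokinase reporter on its substrate; USP2 core 10nM, Ub-CHOP2 and substrate 25nM each, 30min compound preincubation then 60min RT; data normalized to NEM, curves fitted.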
KCNH2 3.1 inh: inhibitors of human KCNH2 3.1 potassium channel isoform; activity change, % (tested at about 1.8 µM); actives 0.95% (n = 340,000); U2OS KCNH2 3.1, thallium flux FluxOr; stronger effect = lower value; AID 720553;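 active = maximum activity change below -70%; inconclusive = maximum activity change from -70% to -50%; inactive = maximum activity change above -50%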;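 also: thallium influx rate constant from kinetic fluorescence after stimulation buffer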
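Kinetic fluorescence (2 min after stimulation buffer) measures Tl+ influx through KCNH2 3.1 expressed by viral transduction in U2OS cells; the rate constant is normalized against DMSO controls serving as positive and negative references.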
hERG WT inh: inhibitors of human wildtype KCNH2 potassium channel; Q12809; U2OS, BacMam KCNH2, thallium flux FluxOr; stronger effect = lower value; activity change, % at 1.84 µM; actives 0.37% (n = 340,000);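 active = maximum activity change below -70%; inconclusive = maximum activity change between -70% and -50%; inactive = maximum activity change above -50%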
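U2OS cells transduced with wild-type KCNH2 virus are loaded with FluxOr dye for 45 min, and thallium flux is measured in kinetic reads before and after stimulation buffer. Rate constants are normalized to DMSO controls.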
Giardia killer: Giardia lamblia killing | Giardia lamblia trophozoite viability | activity change, % at 7.66 µM, hits read low | actives 0.15% (n = 340,000); in the data active = activity change below about -80%; inconclusive = between about -30% and that limit;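 also: parasites exposed to compound for two days anaerobically before the ATP read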
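Luminescent ATP signal served as the viability read-out, measured 15-30 min after adding ATP detection reagent to trophozoites that had been incubated with compounds for 48 hrs at 37 deg C anaerobically at 100 cells/well.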
PKM2 act: activators of human pyruvate kinase M2; P14618; purified PKM2, Kinase-Glo ATP luminescence, activation; response scale: 0% is enzyme alone, no compound; Potency, µM (top dose mostly 57.5 µM), for the others: at the highest dose activation, hits mostly activators; actives 0.34% (n = 260,000); AID 1631; also: potency is read from the fitted curve at half-maximal effect; nearly all actives have a fitted effect of over 55% in size
Target sequence (P14618 whole entry, looked up): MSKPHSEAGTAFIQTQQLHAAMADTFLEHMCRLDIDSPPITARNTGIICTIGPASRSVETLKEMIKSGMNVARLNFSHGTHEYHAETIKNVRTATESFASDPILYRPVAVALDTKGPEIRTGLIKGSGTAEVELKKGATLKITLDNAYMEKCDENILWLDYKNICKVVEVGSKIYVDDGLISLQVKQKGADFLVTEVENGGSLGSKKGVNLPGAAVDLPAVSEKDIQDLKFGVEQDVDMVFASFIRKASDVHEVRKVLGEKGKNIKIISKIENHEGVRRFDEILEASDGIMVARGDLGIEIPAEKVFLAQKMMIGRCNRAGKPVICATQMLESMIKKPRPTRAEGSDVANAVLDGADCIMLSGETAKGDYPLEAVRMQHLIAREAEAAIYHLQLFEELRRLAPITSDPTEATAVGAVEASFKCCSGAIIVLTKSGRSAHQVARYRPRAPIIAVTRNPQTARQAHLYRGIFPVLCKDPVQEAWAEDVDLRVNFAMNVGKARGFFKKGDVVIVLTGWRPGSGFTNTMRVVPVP
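Purified hPK-M2 (>95% pure) converted ADP (0.1 mM final) to ATP with 0.5 mM PEP in 50 mM imidazole pH7.2, KCl, MgCl2, Tween 20, BSA; 1 h at room temperature. ATP detected by Kinase-Glo luminescence.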
FBPA coupling cs: counter-screen for Giardia aldolase inhibitors: coupling enzyme system; coupling enzyme system counterscreen, AmpLite Red fluorescence; activity change, negative = inhibition, % at 58.2 µM, hits read low; actives 0.67% (n = 290,000); in the data active = activity change below about -30%
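Counterscreen of the coupled detection system alone, without aldolase: glyceraldehyde-3-phosphate coupling enzymes plus AmpLite Red readout. Compounds at 57.5 uM final, 10 min RT preincubation, 20 min RT reaction, fluorescence 525/598 nm.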
Chronic BCR inh: chronic active BCR signaling inhibition. ABC-DLBCL IkBa-CBG/CBR reporter, luminescence ratio, 4 h. Potency, µM (series often up to 46.1 µM), for the others: top-dose ratio change, negative = lower green/red ratio, usual class: inhibitors. actives 0.05% (n = 340,000); active = well fitted inhibition curve with a large enough effect in the signal ratio, with a control signal flat, not every such curve was filed as active; inconclusive = small, poorly fitted or top-dose-only effect, or effect the other way, or a change in a side signal; the % refers to the signal ratio;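 also: potency is read from the fitted curve at half-maximal effect; plate controls were basal doxycycline-induced cells for no effect and cells given 10 µM MG132 for full effect; MG132 reads +100%, hits lower the ratio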
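Compounds up to 46 uM were incubated four hours with TMD8 cells whose green CBG68 luciferase is fused to IkappaBalpha; red CBR luminescence normalised the signal, and concentration-effect curves were fitted to fusion, red and ratio data.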
B2AR arrestin: agonists driving beta-arrestin recruitment to human beta2-adrenergic receptor | beta-arrestin recruitment to beta2AR, cell-based reporter | Potency, µM (top dose mostly 46.1 µM), without a hit: at the highest dose activation, hits mostly activators | actives 0.02% (n = 330,000) | AID 492947;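 also: potency is read from the fitted curve at half-maximal effect; 0% = DMSO controls and full agonism = EC100 isoproterenol or metaproterenol; nearly all actives have a fitted effect of over 65% in size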
Eya2 inh: Eya2 (human) phosphatase inhibition; O00167; recombinant Eya2, OMFP fluorescence dephosphorylation (OMFP is methylfluorescein phosphate); Potency, µM (doses to about 76.9 µM), for inactives: at the highest dose activity, negative = inhibition, hits mostly inhibitors; actives 0.006% (n = 330,000); AID 488837; also: potency is read from the fitted curve at half-maximal effect
Target sequence (O00167 whole entry, looked up): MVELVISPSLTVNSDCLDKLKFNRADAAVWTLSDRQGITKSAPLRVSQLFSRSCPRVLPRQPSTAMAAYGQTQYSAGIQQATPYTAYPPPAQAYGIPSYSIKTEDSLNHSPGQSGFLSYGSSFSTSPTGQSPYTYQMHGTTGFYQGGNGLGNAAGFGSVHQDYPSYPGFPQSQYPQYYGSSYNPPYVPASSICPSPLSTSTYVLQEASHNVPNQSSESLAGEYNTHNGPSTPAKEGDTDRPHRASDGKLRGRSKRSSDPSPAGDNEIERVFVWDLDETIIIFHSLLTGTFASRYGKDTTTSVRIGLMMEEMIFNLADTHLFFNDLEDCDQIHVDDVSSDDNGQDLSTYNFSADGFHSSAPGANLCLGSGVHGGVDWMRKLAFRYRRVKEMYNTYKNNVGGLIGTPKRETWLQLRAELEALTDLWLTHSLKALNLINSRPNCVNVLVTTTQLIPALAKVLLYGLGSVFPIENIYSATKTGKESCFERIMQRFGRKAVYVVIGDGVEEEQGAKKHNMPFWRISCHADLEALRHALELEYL
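Eya2 (0.2 uM) preincubated 10 min at ambient with compound, then OMFP substrate added at 50 uM; 10 min reaction in 50 mM HEPES pH 7.5, 50 mM NaCl, 5 uM MgCl2, 0.05% BSA, 1 mM DTT. Fluorescence read at Ex 485/Em 525 nm.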
An asterisk follows results filed as active; ? = inconclusive; / = no result given; [ ] = remark or other dose. Unless noted, calls follow the shape of the dose curve; as a rule, active = well fitted curve in the direction sought with a large enough effect; inconclusive = small, poorly fitted or top-dose-only effect, or another doubt; inactive = no such curve, though single readings can be large; an effect the other way counts as inactive or inconclusive. Unless noted, % is scaled to controls: 0 for no effect and ±100 for the full control effect.

SMILES | uPA generation | GALK inhibitor | USP2a inh | KCNH2 3.1 inh | hERG WT inh | Giardia killer | PKM2 act | FBPA coupling cs | Chronic BCR inh | B2AR arrestin | Eya2 inh
Cc1cc(/C=N/NC(=O)c2cc3ccccc3o2)c(C)n1C | 8% | 5% | 6% | 1 | 0 | -6 | 0%[0.46 µM] | 1 | -1% | 0.0% | 11%
CC(C)(C)OC(=O)CNC(=O)c1nc[nH]c1C(=O)N1CCN(C(=O)OC(C)(C)C)CC1 | 10% | / | -1% | 4 | 1 | ? | -4% | 1 | ? | 4.4% | 0%
Cc1c(CCO)c(=O)n(-c2ccccc2)n1S(=O)(=O)c1ccc(Cl)cc1 | 2% | -1% | 2% | 12 | 1 | -9 | 0% | -1 | 12% | -2.1% | 5%
CC(=O)Nc1ccc2nc(SCC(=O)Nc3ccc(N4CCOCC4)c(Cl)c3)sc2c1 | 4% | 0% | 0% | 1 | -5 | 0 | 0% | 0 | ? | -0.2% | 2%
Cc1cc(C)c(S(N)(=O)=O)c(C)c1N(C)S(=O)(=O)c1ccccc1 | -1% | -1% | 2% | -12 | -8 | 9 | -2% | 0 | -4% | -0.2% | -30%
CN(CC(=O)Nc1cccc(F)c1)C(=O)CN1C(=O)C2CC=CCC2C1=O (configuration not stated) | 7% | / | -2% | 8 | 12 | 2 | / | / | -4% | -0.2% | 13%
COc1cccc(C2C3=C(Nc4[nH]n(-c5ccccc5)c(=O)c42)c2ccccc2C3=O)c1 (configuration not stated) | / | 1% | 1% | / | / | / | -9% | -5 | 14% | -0.3% | 5%
C=CCN(CC=C)C(=O)Nc1cc(Cl)ccc1OC | / | 5% | 0% | -10 | -2 | -9 | -7% | -3 | 1% | -0.3% | 10%
CC(=O)c1c(N2CCOCC2)nc(=S)n(-c2cc(C)ccc2C)c1C | 0% | 2% | -1% | -2 | 6 | 2 | -4% | -2 | -1% | -0.4% | 18%
O=C(NCCCCNC(=O)c1ccccc1Cl)c1ccccc1Cl | -2% | 0% | 1% | -13 | 7 | -9 | -2% | 0 | -1% | -0.5% | -6%
CCO/C=C/C(O)(CNC(=O)c1ccc(C(C)(C)C)cc1)C(F)(F)F (configuration not stated) | 7% | 0% | 2% | -72* | 6 | 6 | 2% | -12 | ? | -0.4% | -14%
CCC(Sc1nc2ccccc2o1)C(=O)Nc1nnc(C)s1 (configuration not stated) | -5% | 1% | -1% | 2 | 9 | 14 | 10% | 4 | ? | 7.2% | 4%
COc1cc2c(cc1NC(=O)COC(=O)Cn1cnc3ccccc31)oc1ccccc12 | -4% | -4% | -7% | 2 | -6 | -22 | -18% | -1 | 5% | -0.9% | -12%
Cc1cc(Cl)c2oc(C(=O)N3CCN(C4CCS(=O)(=O)C4)CC3)c(C)c2c1 (configuration not stated) | 0% | -1% | 0% | 3 | -18 | 1 | 2%[0.46 µM] | -3 | ? | 0.4% | 5%
O=C1C(Cc2ccccc2)Nc2ncnc(N3CCN(c4ccccc4)CC3)c2N1Cc1ccccc1 (configuration not stated) | -5% | / | -3% | -31 | 0 | 7 | / | / | 0% | 0.4% | 8%

Reprinted from the part before: 2 compounds, then new ones.
SMILES | uPA generation | GALK inhibitor | USP2a inh | KCNH2 3.1 inh | hERG WT inh | Giardia killer | PKM2 act | FBPA coupling cs | Chronic BCR inh | B2AR arrestin | Eya2 inh
Cc1cc(Cl)c2oc(C(=O)N3CCN(C4CCS(=O)(=O)C4)CC3)c(C)c2c1 (configuration not stated) | 0% | -1% | 0% | 3 | -18 | 1 | 2%[0.46 µM] | -3 | ? | 0.4% | 5%
O=C1C(Cc2ccccc2)Nc2ncnc(N3CCN(c4ccccc4)CC3)c2N1Cc1ccccc1 (configuration not stated) | -5% | / | -3% | -31 | 0 | 7 | / | / | 0% | 0.4% | 8%
O=C(NC1CCCCC1)C(c1ccco1)N(Cc1cccnc1)C(=O)C1COc2ccccc2O1 (configuration not stated) | 6% | 0% | 1% | -11 | -4 | -5 | 2% | -2 | -5% | -0.1% | -27%
O=C(CCN1C(=O)/C(=C/c2ccc(F)cc2)SC1=S)NNC(=O)c1ccncc1 | -1% | 9% | 2% | 22 | 29 | -2 | -1% | -2 | -5% | -0.2% | -1%
Cc1ccc(CN(Cc2ccco2)C(=S)NCC(=O)NC2CC2)cc1 | -3% | 1% | 1% | -2 | 20 | -1 | 2% | 0 | -1% | 0.1% | -1%
COC(=O)C(NC(C)=O)(Nc1ccccc1)C(=O)OC | 1% | 0% | -1% | 1 | -1 | 1 | -1% | 1 | -13% | -0.2% | 13%
COc1ccc(S(=O)(=O)N(C)C[C@H]2Oc3c(NC(=O)CCC(F)(F)F)cccc3C(=O)N([C@H](C)CO)C[C@@H]2C)cc1 | 7% | / | 4% | -8 | -10 | -4 | / | / | 5% | -0.1% | 0%
CCOc1ccccc1NC(=O)CSc1nc2c(c(=O)n(C)c(=O)n2C)n1C | 1% | 8% | 2% | 4 | -3 | 2 | ? | 0 | 5% | 0.0% | 3%
O=C(c1ccccc1Cc1ccccc1)N1CCN(S(=O)(=O)c2ccc(F)cc2)CC1 | 2% | / | 1% | -12 | -10 | 0 | / | / | -13% | 0.0% | 10%
CCOCCCNC(=O)COC(=O)/C=C/c1ccc(S(=O)(=O)N2CCc3ccccc32)cc1 | -5% | -3% | -1% | -21 | -3 | 2 | ? | -1 | ? | 0.1% | 6%
CN(C)c1cccc(C(=O)Nc2nc3ccccc3[nH]2)c1 | -7% | -2% | 0% | 4 | 3 | ? | -7% | 0 | ? | -0.4% | -1%
O=C(COC(=O)c1cc(Br)ccc1O)NNC(=O)c1ccc([N+](=O)[O-])cc1 | -2% | / | 2% | 4 | 0 | -28 | / | / | -7% | 0.2% | -12%
COCC(=O)Nc1nc2ccccc2s1 | 3% | -4% | / | -6 | 1 | 8 | -3% | -2 | / | / | /
O=C(COC(=O)c1ccccc1-n1cnnn1)c1ccc(F)cc1 | 1% | / | 0% | 33 | -6 | -9 | / | / | 4% | 0.3% | -15%
Cc1cccc(S(=O)Cc2ccc(C(=O)N3CCN(C(=O)c4ccco4)CC3)o2)c1 (configuration not stated) | -18% | 0% | 3% | 14 | 15 | 3 | / | / | 7% | 0.0% | -1%
Cc1ccc(-c2nc(-c3ccccn3)sc2CC(=O)O)cc1 | 3% | -1% | 2% | 0 | -1 | -5 | -3% | 4 | 0% | -0.3% | 7%
O=C1CC(c2ccccc2)CC(=NCCO)/C1=C(\O)CCCN1C(=O)c2ccccc2C1=O (configuration not stated) | -15% | 0% | 2% | -16 | 7 | -17 | 2% | 3 | 16% | -0.1% | -9%
COC(=O)c1c(NC(=O)COC(=O)c2ccc(Cl)cc2[N+](=O)[O-])sc2c1CCCCC2 | 1% | 0% | 2% | / | -2 | 7 | 2% | 0 | 5% | -0.1% | -3%
CC(C)[C@H](NC(=O)c1ccco1)C(=O)OCc1cc(=O)n2c(n1)sc1ccccc12 | -3% | 10% | 0% | 16 | 5 | -5 | 8% | 0 | 2% | -0.6% | 4%
CCOC(=O)c1c(S(=O)(=O)Nc2ccc(C)c(F)c2)c(C)n(C)c1C | 22% | -1% | 3% | -10 | 2 | ? | / | / | 2% | 0.2% | 0%
CCOP(=O)(OCC)C(C#N)=C1SCN(c2ccc(Cl)cc2)CS1 | -2% | 0% | -1% | -2 | 5 | -3 | 0% | 1 | 4% | 0.0% | -4%
CN(CC(=O)Nc1ccc(F)c(F)c1F)C(=O)C1CCC1 | 1% | / | -1% | 16 | 2 | -5 | / | / | ? | 0.1% | 14%
COc1cccc(Nc2nc(-c3sc(C)nc3C)cs2)c1 | 8% | 5% | -5% | 1 | -5 | 3 | -1%[11.5 µM] | -5 | ? | -0.6% | -19%

Some entries already given, showing only PKM2 act, B2AR arrestin and uPA generation.
molecule,PKM2 act,B2AR arrestin,uPA generation
Cc1cc(/C=N/NC(=O)c2cc3ccccc3o2)c(C)n1C,0%[0.46 µM],0.0%,8%
CC(C)(C)OC(=O)CNC(=O)c1nc[nH]c1C(=O)N1CCN(C(=O)OC(C)(C)C)CC1,-4%,4.4%,10%
Cc1c(CCO)c(=O)n(-c2ccccc2)n1S(=O)(=O)c1ccc(Cl)cc1,0%,-2.1%,2%
CC(=O)Nc1ccc2nc(SCC(=O)Nc3ccc(N4CCOCC4)c(Cl)c3)sc2c1,0%,-0.2%,4%
Cc1cc(C)c(S(N)(=O)=O)c(C)c1N(C)S(=O)(=O)c1ccccc1,-2%,-0.2%,-1%
